Fibroblast inh = blocks proliferation of human lung fibroblasts | viability, % at 10 µM | 85,000 tested, 1.1% active | LL 47 human lung fibroblast viability, ATP luminescence; active compounds read low;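 active means viability at or below 50% in the single dose screen; inactive means viability above 50%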;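 further: compound exposure lasted 72 h before the ATP readout; 100% = median luminescence of untreated cell-only wells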
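material = human LL 47 lung fibroblast cells | dosing = compounds added from tenfold dosing solution, 0.1% DMSO final | timing = overnight cell rest, 72 h compound treatment at 37 °C | measured by = CellTiter-Glo luminescence measuring cellular ATP | evaluation = % viability versus median cells-only luminescence | control set = cell-only wells, no compound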
IL1B cytotox = HUVEC cytotoxicity counter-screen, IL-1B stimulated; HUVEC cell count loss, Hoechst imaging; cell count reduction, % at 2 µM; 94,000 tested, 0.41% active; AID 845;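 active means cell count reduction more than 3 SD above the screen-wide mean, cut at about 70% in these data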;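 further: normalized per plate to untreated control cells as the no-loss baseline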
cytoskel mod = cytoskeleton assembly modification; HUVEC TNFa F-actin phalloidin imaging, high content; inhibition, % at 2 µM; 91,000 tested, 0.18% active;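 active means inhibition above the batch mean plus 3 SD and confirmed as a hit by visual image inspection, cut at about 30% in these data, passing the limit was not always enough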; further: strong numbers were not always called active
HUVEC tox TNFa = HUVEC cytotoxicity counter-screen, TNF alpha stimulated; 93,000 tested, 0.17% active; HUVEC TNFalpha-stimulated, Hoechst cell count, imaging; AID 848; cell count reduction, % at 2 µM;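 active means cell count reduction exceeding the screen mean by over 5 SD, scaled to untreated wells per plate, cut at about 78% in these data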;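 further: cells counted after 24 h of TNF alpha exposure following the 1 h pretreatment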
HUVEC prolif 384 = human endothelial cell proliferation inhibition | viability, % at 10 µM (by protocol) | 86,000 tested, 1.1% active | AID 648 | HUVEC proliferation, CellTiter-Glo luminescence, 72 h; active compounds read low;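 active means viability at or below 30%; inactive means viability above 30%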;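 further: 100% = median luminescence of DMSO-only cell control wells on each plate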
H69AR inhibit = growth inhibitors of human H69AR lung tumor cells; H69AR lung tumor viability, ATP luminescence, 72 h; active compounds read low; viability, % at 10 µM; 85,000 tested, 6% active; AID 598;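 active means viability at or below 40%; inactive means viability above 40%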;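 further: multidrug resistant small cell line overexpressing MRP-1 efflux transporter; 100% = mean luminescence of untreated control wells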
Smad3 inh = blocks human Smad3 binding to FoxH1 peptide; P84022; TR-FRET Smad3/Dy647-FoxH1 peptide binding, europium anti-His; inhibition, % at 25 µM; 88,000 tested, 0.29% active; AID 630;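 active means compounds that reduce the energy-transfer binding signal between the protein and its labelled peptide by more than half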;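 further: 0% = Smad3 plus labelled peptide maximal FRET and 100% = peptide-only background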
VCAM1 TNFa inh = reduces TNF alpha induced VCAM1 expression in HUVEC; inhibition, % at 2 µM; AID 802; HUVEC TNFa-induced VCAM-1 immunofluorescence, high-content imaging; 95,000 tested, 0.48% active;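 active means inhibition above the batch mean plus 3 SD, with images confirmed as a hit by eye, cut at about 37% in these data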;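 further: 0% = TNF-stimulated DMSO wells and 100% = unstimulated control wells; not every result past the cut was called active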
Pyk2 oligo antag = blocks oligomerization of human Pyk2 in cells. Q14289. Q293 cells, Pyk2 FERM NanoBiT luminescence; active compounds read low. z-score (the deposit names both 25 µM and 10 µM). 99,000 tested, 0.83% active. AID 1347419;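 active means Z-score of -3 or lower, scaled per plate to the spread of control and sample wells; inactive means z-score above -3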;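 further: negative z-score means lost luminescence so less FERM oligomerization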
Target sequence (Q14289 whole entry, looked up): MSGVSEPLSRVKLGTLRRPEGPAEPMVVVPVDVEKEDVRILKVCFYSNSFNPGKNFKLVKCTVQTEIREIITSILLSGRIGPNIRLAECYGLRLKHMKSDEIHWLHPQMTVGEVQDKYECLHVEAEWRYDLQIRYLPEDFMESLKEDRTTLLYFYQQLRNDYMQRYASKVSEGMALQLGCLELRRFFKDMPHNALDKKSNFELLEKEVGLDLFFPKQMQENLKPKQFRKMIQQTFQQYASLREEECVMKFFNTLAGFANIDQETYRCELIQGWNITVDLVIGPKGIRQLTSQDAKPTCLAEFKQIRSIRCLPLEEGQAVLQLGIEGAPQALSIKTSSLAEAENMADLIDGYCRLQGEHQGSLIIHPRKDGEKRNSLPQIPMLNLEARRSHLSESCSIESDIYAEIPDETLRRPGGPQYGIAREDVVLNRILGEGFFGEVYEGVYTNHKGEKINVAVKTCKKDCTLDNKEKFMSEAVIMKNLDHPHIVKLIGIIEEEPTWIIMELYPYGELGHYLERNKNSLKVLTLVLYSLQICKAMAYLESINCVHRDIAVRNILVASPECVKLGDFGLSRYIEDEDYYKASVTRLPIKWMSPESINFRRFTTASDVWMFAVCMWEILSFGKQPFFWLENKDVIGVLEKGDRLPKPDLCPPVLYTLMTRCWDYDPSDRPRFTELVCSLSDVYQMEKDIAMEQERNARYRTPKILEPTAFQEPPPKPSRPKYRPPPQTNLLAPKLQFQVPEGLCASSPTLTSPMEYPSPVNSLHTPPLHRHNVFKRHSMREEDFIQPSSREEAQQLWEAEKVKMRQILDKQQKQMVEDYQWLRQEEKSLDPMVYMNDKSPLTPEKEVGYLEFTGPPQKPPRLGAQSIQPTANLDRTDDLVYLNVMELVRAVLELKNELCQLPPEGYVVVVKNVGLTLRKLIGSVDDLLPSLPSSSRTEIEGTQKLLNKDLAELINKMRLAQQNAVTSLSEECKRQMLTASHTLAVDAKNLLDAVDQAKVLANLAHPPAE
An asterisk follows results filed as active; / = not tested or not shown; [ ] = another dose, or the depositor's remark.

smiles,Fibroblast inh,IL1B cytotox,cytoskel mod,HUVEC tox TNFa,HUVEC prolif 384,H69AR inhibit,Smad3 inh,VCAM1 TNFa inh,Pyk2 oligo antag
COc1ccc(C(=O)CN(C(=O)c2ccc(Cl)cc2)N2C(=O)c3ccccc3C2=O)cc1,/,-13,8,-7,/,/,/,11,0.38
CCOC(=O)Nc1ccc2c(c1)N(C(=O)N(C)C)c1ccccc1CC2,110,-9,-8,9,108,93,-10,-13,-1.3
CSc1nsc(SC)c1NC(=O)OCC1CCCO1 (stereo not drawn),/,-6,-20,-17,/,/,/,-10,0.94
CCCOc1ccc([N+](=O)[O-])cc1C1NC(=S)NC(c2ccccc2)=C1C(=O)OCC (stereo not drawn),/,0,-17,26,/,/,/,25,-4.1*
Cc1cccc2cc(C(c3nnnn3C(C)(C)C)N3CCN(C(=O)c4ccco4)CC3)c(=O)[nH]c12 (stereo not drawn),102,4,2,-8,102,86,0,1,1.6
CN(C)c1ccc(/C=C/c2cc[n+](C)cc2)cc1,101,-34,/,-4,96,43,-14[fluorescence artefact?],-6,-1.6
CCCCOc1cccc(NC(=O)CSc2nccn2C)c1,106,-1,-2,-2,97,90,-11,1,0.73
COc1cccc(-n2c(CNC(=O)OC(C)(C)C)n[nH]c2=S)c1,95,-18,-13,14,92,89,10,-6,0

Three structures already listed, arranged by heavy-atom count, rising.
smiles,Fibroblast inh,IL1B cytotox,cytoskel mod,HUVEC tox TNFa,HUVEC prolif 384,H69AR inhibit,Smad3 inh,VCAM1 TNFa inh,Pyk2 oligo antag
COc1cccc(-n2c(CNC(=O)OC(C)(C)C)n[nH]c2=S)c1,95,-18,-13,14,92,89,10,-6,0
COc1ccc(C(=O)CN(C(=O)c2ccc(Cl)cc2)N2C(=O)c3ccccc3C2=O)cc1,/,-13,8,-7,/,/,/,11,0.38
Cc1cccc2cc(C(c3nnnn3C(C)(C)C)N3CCN(C(=O)c4ccco4)CC3)c(=O)[nH]c12 (stereo not drawn),102,4,2,-8,102,86,0,1,1.6

The list continues.
smiles,Fibroblast inh,IL1B cytotox,cytoskel mod,HUVEC tox TNFa,HUVEC prolif 384,H69AR inhibit,Smad3 inh,VCAM1 TNFa inh,Pyk2 oligo antag
Cc1ccc(C(=O)NCCN2CCCC2)cc1,97,-15,-32,-1,118,90,2,-3,0.29
CC1(C)C(c2ccccc2)=NC(c2ccccc2)N1O (stereo not drawn),/,-6,12,/,/,/,/,-9,-0.4
O=C(OCc1cc2ccccc2[nH]c1=O)C1CCCO1 (stereo not drawn),100,0,-14,-23,89,97,7,-3,0.73
COC(=O)C1C2C=CC3(CN(CCc4ccccc4)C(=O)C13)O2 (stereo not drawn),100,-8,0,6,94,96,-2,0,-0.05
O=C(Nc1ccc2ccccc2c1)N1CCN(c2ncccc2C(F)(F)F)CC1,105,-22,-27,-4,96,88,1,20,-0.18
Cc1ccc(CNC(=O)C(=O)NCC2CCCO2)cc1 (stereo not drawn),104,-37,2,-19,99,79,3,27,0.3
NC(=O)c1nn(-c2cccc(Cl)c2)c(=O)cc1O,/,-20,-18,-5,/,/,/,-3,1.1
CC(Oc1ccc(Cl)cc1Cl)C(=O)/C=C/N(C)C (stereo not drawn),/,-9,9,-18,/,/,/,17,-0.08

The listing continues.
smiles,Fibroblast inh,IL1B cytotox,cytoskel mod,HUVEC tox TNFa,HUVEC prolif 384,H69AR inhibit,Smad3 inh,VCAM1 TNFa inh,Pyk2 oligo antag
CCOc1ccccc1OCc1nn2c(COc3ccccc3)nnc2s1,103,-10,9,/,99,81,4[fluorescence artefact?],3,1.3
CCCCCC(=O)Nc1c(-c2cccs2)c(=O)c2ccccc2n1C,107,-13,8,-14,97,91,10,-15,0.72
COc1ccc(C(=O)Oc2cccnc2)cc1OC,102,-12,-6,-4,101,100,2,-3,0.63
CC(O)C(=O)N/N=C/c1cccc(Cl)c1Cl (stereo not drawn),/,-20,2,-11,/,/,/,2,2.4
Cc1cc(-c2[nH]nc3c2C(c2ccsc2)C(C#N)=C(N)O3)c(C)s1 (stereo not drawn),94,7,16,7,80,88,13,0,1.3
Cc1ccc(S(=O)(=O)/C(C#N)=C/c2c(N3CCC(C(N)=O)CC3)nc3ccccn3c2=O)cc1,93,14,-12,20,91,95,-3,9,-1
O=C(Nc1cc(Cl)cc(Cl)c1)c1cnn2cccnc12,102,-5,5,4,70,70,-17,2,-0.05
COc1ccc(CC(=O)NC2CCN(Cc3nnnn3C(C)(C)C)CC2)cc1OC,99,-2,22,1,100,91,3,-13,0.47

Following part:
smiles,Fibroblast inh,IL1B cytotox,cytoskel mod,HUVEC tox TNFa,HUVEC prolif 384,H69AR inhibit,Smad3 inh,VCAM1 TNFa inh,Pyk2 oligo antag
COc1ccc(C(=O)NCCc2c[nH]c3ccccc23)cc1S(=O)(=O)N1CCOCC1,93,-32,21,-33,87,69,7,-5,-0.4
CCOc1ccc(NC(=O)CSc2nnc(C34CC5CC(CC(C5)C3)C4)n2C)cc1,103,-17,-9,-4,93,83,-2,-2,-0.24
COc1ccc(OC)c(NC(=O)C2CCCN2C(=O)C2CCC(C)CC2)c1 (stereo not drawn),88,-36,4,-12,88,86,9,-3,/
Cc1ccc(CSCCNC(=O)/C=C/c2ccc(Cl)cc2)cc1,/,-28,-18,-1,/,/,/,-11,0
Cn1c(=O)[nH]c(=O)c2c1nc(N1CCOCC1)n2CCCSc1ncccn1,101,-8,19,-31,99,85,0,-15,-0.39
COc1ccc(-c2[nH]nc3c2C(c2ccsc2)C(C#N)=C(N)O3)cc1 (stereo not drawn),/,-5,12,-13,/,/,/,0,0.42
O=C(Cn1cc([N+](=O)[O-])cn1)Nc1ccn(Cc2c(F)c(F)cc(F)c2F)n1,/,-12,-12,-10,/,/,/,15,0.62
CSc1ccccc1-c1nnc(-c2ccc(Cl)cc2Cl)o1,/,-21,-5,-13,/,/,/,16,-0.6

(list continues)
smiles,Fibroblast inh,IL1B cytotox,cytoskel mod,HUVEC tox TNFa,HUVEC prolif 384,H69AR inhibit,Smad3 inh,VCAM1 TNFa inh,Pyk2 oligo antag
Cc1ccc(NC(=O)C(SCC(=O)O)c2ccccc2)cc1C (stereo not drawn),/,3,-43,7,/,/,/,2,-0.04
FC(F)(F)c1cccc(NC(=S)NCc2ccccc2)c1,/,14,12,3,/,/,/,6,-0.19
CC1CCCN(C(=O)CSc2nnc(-c3c[nH]c4ccccc34)o2)C1 (stereo not drawn),101,11,35,-34,112,51,7,-5,-0.32
C=CCn1c(NCc2ccc3c(c2)OCO3)nc2ccccc21,102,-10,12,-16,92,95,1,16,-0.38
CCOC(=O)c1c(N)sc2c1C1CCN2CC1,103,12,-12,18,87,87,-16,3,0.3
CC1CC(=O)N(Cc2ccccc2)c2ccccc2N1C=O (stereo not drawn),100,/,/,/,100,102,-3,/,0.6
O=C(N/N=C/c1cccc(Oc2ccc([N+](=O)[O-])cc2[N+](=O)[O-])c1)c1cncc(Br)c1,78,-4,1,-1,92,49,12,-12,-1.4
CCOC(=O)N1CCN(Cc2nc3c(c(=O)n(C)c(=O)n3C)n2Cc2cccc3ccccc23)CC1,96,/,/,/,85,52,6[fluorescence artefact?],/,1.3

(listing goes on)
smiles,Fibroblast inh,IL1B cytotox,cytoskel mod,HUVEC tox TNFa,HUVEC prolif 384,H69AR inhibit,Smad3 inh,VCAM1 TNFa inh,Pyk2 oligo antag
CCC(=O)Nc1c2c(nc3c1CCC3)CCCC2,104,-57,/,-3,104,80,-5,-22,0.18
O=C(NC1CCCCCC1)C1CC(=O)N(Cc2ccccc2)C1 (stereo not drawn),99,-1,29,3,93,88,4,-8,-1.3
CC(=O)c1ccc(Nc2nc(NCCO)nc(OC(C(F)(F)F)C(F)(F)F)n2)cc1,104,-15,-5,/,62,58,14,17,-3.3*
COC(=O)C1C2CCC(C2)C1C(=O)OCC(=O)c1ccccc1 (stereo not drawn),/,-59,-12,6,/,/,/,12,0.44
COc1ccc(N2CCn3c2nc2c3c(=O)n(CCCc3ccccc3)c(=O)n2C)cc1,96,/,/,/,91,92,21[fluorescence artefact?],/,/
COc1ccccc1N(C(=O)NCc1ccccc1)C1=NCC(C)S1 (stereo not drawn),92,2,5,-35,94,70,1,-8,/
O=c1[nH]c2cc3c(cc2cc1C(c1nnnn1C1CCCC1)N1CCSCC1)OCCO3 (stereo not drawn),81,10,3,-8,65,6.4*,15[fluorescence artefact?],24,0.08
CCCc1cc(=O)oc2cc(OCC(=O)N(C)C)c(Cl)cc12,96,/,/,/,100,100,-18,/,1.2

(listing goes on)
smiles,Fibroblast inh,IL1B cytotox,cytoskel mod,HUVEC tox TNFa,HUVEC prolif 384,H69AR inhibit,Smad3 inh,VCAM1 TNFa inh,Pyk2 oligo antag
CCn1nc(NC(=O)c2cccnc2)c2cc3ccccc3nc21,103,-7,2,-21,96,74,5,4,-0.9
COc1nc(OC)nc(N2CCC(C(=O)NCC3CCCCC3)CC2)n1,98,-5,22,-47,105,31*,6,-24,0.45
CC1CCN(C(=O)CSc2nnc(-c3cc4ccccc4cc3O)n2Cc2ccco2)CC1,98,-36,-7,1,99,78,0,-4,0.64
COc1ccc(-n2c(Cc3cccn3C)nnc2SCC(=O)Nc2ccc(C)cc2C)cc1,89,/,/,/,83,75,2,/,/
CN(CCc1ccccn1)C(=O)CCNC(=O)Cn1cnc2ccccc2c1=O,103,-24,12,-8,99,108,-3,-4,1.1
CCc1ccc(C(C(=O)NC(C)(C)CC)N(Cc2ccco2)C(=O)Cn2nnc3ccccc32)cc1 (stereo not drawn),104,15,-21,-18,92,89,-10,-8,-0.92
O=c1[nH]c(CN(CCO)CCO)nc2c1C1(CCCCC1)Cc1ccccc1-2,89,/,14,-22,85,56,4,8,-1
C=CCn1c(SCC(=O)Nc2ncc(Cc3cc(Cl)ccc3Cl)s2)nnc1-c1ccncc1,/,27,-25,5,/,/,/,22,-0.63

The list goes on.
smiles,Fibroblast inh,IL1B cytotox,cytoskel mod,HUVEC tox TNFa,HUVEC prolif 384,H69AR inhibit,Smad3 inh,VCAM1 TNFa inh,Pyk2 oligo antag
O=C(c1ccncc1)N1CCN(C(=O)c2cccc3ccccc23)CC1,101,7,/,-13,97,86,3,13,-0.47
C=C(C)Cn1c(Sc2nc3ccccc3[nH]2)nc2c1c(=O)[nH]c(=O)n2C,93,/,4,-16,91,89,7,4,0.68
CCC(=O)Nc1ccc(NC(=O)CN2CCCC(C)C2)c(Cl)c1 (stereo not drawn),101,12,10,-14,99,102,-6,17,-0.48
CC1C2C(C)N(C)C(=O)N(C)C2N(C)C(=O)N1C (stereo not drawn),100,-38,4,2,100,100,7,-24,0.61
COc1ccc(C(=O)N2CCN=C2SC)cc1OC,105,-3,-12,30,101,83,2,-10,1.6
COc1cccc(-c2nc3ccccc3c(=O)o2)c1,86,10,-5,-12,64,87,-2,0,-0.49
O=C(COc1ccc(Cl)cc1)N/N=C/CCc1ccccc1,/,-4,-17,-9,/,/,/,17,1.7

A portion of the library. The share of hits here may be higher or lower than overall.
